# Bioassay records deposited in PubChem BioAssay by National Center for Advancing Translational Sciences (NCATS).
# EPAC1 ag – qHTS for Agonist of cAMP-regulated guanine nucleotide exchange factor 3 (EPAC1): primary screen; Potency, µM (highest dose often 154 µM), inactives show top-dose activation, most hits filed as activators; 360,000 tested, 0.073% active; EPAC1 agonist qHTS, biochemical assay; response scale: 100% = response to 6.5 mM cAMP; further: nearly all actives have a fitted effect of over 60% in size
#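 Multi-concentration qHTS readout: loss of Rap1B-bound BODIPY-GDP fluorescence driven by 100 nM EPAC1 with excess GDP (50 uM), monitored kinetically at room temperature; agonist response expressed relative to 6.5 mM cAMP.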
# EPAC2 antagonist – qHTS for Antagonist of cAMP-regulated guanine nucleotide exchange factor 2 (EPAC2): primary screen. EPAC2 GEF exchange of Rap1B-BODIPY-GDP, fluorescence. Potency, µM (series often up to 114 µM), without a hit: at the highest dose activity, negative = inhibition, hits mostly inhibitors. 360,000 tested, 0.18% active; further: on the % scale 0 is the no-effect control and ±100 the full control effect; nearly all actives have a fitted effect of over 45% in size; many of its hits are not listed in these tables
# Target sequence (Q8WZA2 whole entry, looked up): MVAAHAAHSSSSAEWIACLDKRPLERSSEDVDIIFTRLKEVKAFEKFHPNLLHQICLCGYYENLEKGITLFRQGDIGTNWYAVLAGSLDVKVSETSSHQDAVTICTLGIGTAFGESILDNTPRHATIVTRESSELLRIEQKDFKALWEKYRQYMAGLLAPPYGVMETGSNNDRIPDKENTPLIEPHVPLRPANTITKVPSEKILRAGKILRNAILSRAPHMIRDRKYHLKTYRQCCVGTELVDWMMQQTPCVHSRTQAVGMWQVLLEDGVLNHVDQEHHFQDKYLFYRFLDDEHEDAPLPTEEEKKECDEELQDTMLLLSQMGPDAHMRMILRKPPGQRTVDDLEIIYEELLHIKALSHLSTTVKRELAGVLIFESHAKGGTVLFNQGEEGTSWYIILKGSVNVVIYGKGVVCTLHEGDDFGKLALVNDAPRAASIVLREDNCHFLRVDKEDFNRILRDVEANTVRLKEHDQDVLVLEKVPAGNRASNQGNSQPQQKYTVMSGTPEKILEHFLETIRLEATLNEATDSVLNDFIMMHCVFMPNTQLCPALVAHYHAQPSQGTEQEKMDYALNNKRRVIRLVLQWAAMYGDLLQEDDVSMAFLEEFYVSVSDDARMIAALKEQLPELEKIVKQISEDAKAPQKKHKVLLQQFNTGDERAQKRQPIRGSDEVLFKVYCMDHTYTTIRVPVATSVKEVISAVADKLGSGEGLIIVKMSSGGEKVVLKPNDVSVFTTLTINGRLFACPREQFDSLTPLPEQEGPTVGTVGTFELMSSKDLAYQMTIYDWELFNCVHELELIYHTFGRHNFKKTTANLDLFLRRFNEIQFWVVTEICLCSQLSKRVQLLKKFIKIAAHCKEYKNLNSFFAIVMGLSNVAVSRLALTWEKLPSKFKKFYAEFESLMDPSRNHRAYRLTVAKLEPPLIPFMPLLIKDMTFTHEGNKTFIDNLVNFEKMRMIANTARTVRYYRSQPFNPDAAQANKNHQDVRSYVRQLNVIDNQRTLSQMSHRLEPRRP
# EPAC1 antagonist – qHTS for Antagonist of cAMP-regulated guanine nucleotide exchange factor 3 (EPAC1): primary screen; Rap guanine nucleotide exchange factor 3 (Homo sapiens), O95398; EPAC1 GEF assay, Rap1b-BODIPY-GDP exchange fluorescence; Potency, µM (series often up to 115 µM), for the others: top-dose activity change, negative = inhibition, actives largely listed as inhibitors; 360,000 tested, 0.14% active; AID 720709, 2013;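 further: plate controls were vehicle for no effect and positive control for full effect; nearly all actives have a fitted effect of over 50% in size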
# FUS yeast rescue – qHTS for Suppressors of FUS Proteinopathy: Primary screen using FUS-linked yeast assay; Potency, µM (series often up to 76.6 µM), for the others: top-dose growth rescue (activation), hits mostly activators; S. cerevisiae FUS-expressing, growth rescue, OD600, 24 h; 390,000 tested, 0.24% active; AID 1347120, 2019;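 further: plate controls were DMSO vehicle for no effect and reference control for full effect; nearly all actives have a fitted effect of over 55% in size; some results filed as inactive show a strong effect at the top dose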
#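 Yeast FUS proteinopathy model; galactose-induced FUS (2%), starting OD 0.005. Cpds in dilution series, 24hr, 30C, 99% humidity. Abs 600 nm growth. Pos ctrl CP55940 (top 92uM final); neg ctrl DMSO.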
# PTHR1 ag – qHTS for PTHR1 Agonists: Primary Screen. HEK293 GP2 PTHR1 cells, GloSensor cAMP luminescence, 1 h. 410,000 tested, 0.075% active. Potency, µM (doses to about 115 µM), for the others: at the highest dose activation, hits mostly activators; further: nearly all actives have a fitted effect of over 55% in size; some results filed as inactive show a strong effect at the top dose; inactives centre near -15; many of its hits are not listed in these tables
#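 HEK-293-derived GP2 cells expressing PTHR1 and a GloSensor cAMP reporter, 3,000/well, plated overnight, given luciferin plus IBMX (each 0.5 mM as added) for 1 h at 37 °C, then compound for 1 h at 37 °C. Luminescence was read after 15 min at room temperature.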
# EPAC2 agonist – qHTS for Agonist of cAMP-regulated guanine nucleotide exchange factor 4 (EPAC2): primary screen; Potency, µM (top dose mostly 154 µM), without a hit: at the top dose activation, usual class: activators; 360,000 tested, 0.079% active; EPAC2 activation, biochemical qHTS; response scale: 100% = 6.5 mM cAMP response; further: nearly all actives have a fitted effect of over 50% in size
#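 Readout is BODIPY fluorescence (480 nm excitation, 540 nm emission), which falls as labeled GDP is exchanged off Rap1B. EPAC2 at 100 nM acted on 250 nM RAP1B-BODIPY-GDP with 50 uM GDP present.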
# TDP-43 yeast inh – qHTS of TDP-43 Inhibitors; TDP-43 expressing yeast growth rescue, BacTiter-Glo, 24 h; Potency, µM (titrated, usually from 46.1 µM), for inactives: at the top dose growth rescue (activation), most hits filed as activators; 410,000 tested, 1.8% active; AID 652104, 2013; further: % of control where 0% means no effect; nearly all actives have a fitted effect of over 50% in size
#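 Readout is BacTiter-Glo luminescence of cell growth, so inhibitors register as activators. TDP-43-expressing yeast at OD600=0.02 in galactose medium, after raffinose pregrowth to mid-log, were incubated with compound for 24 hr at 30 deg C.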
# aSyn rescue – qHTS of alpha-syn Inhibitors. Yeast expressing alpha-synuclein, growth rescue, BacTiter-Glo, 24 h. 370,000 tested, 0.14% active. Potency, µM (highest dose often 46.1 µM), inactives show top-dose growth rescue (activation), usual class: activators; further: % of control where 0% means no effect; nearly all actives have a fitted effect of over 65% in size
#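 Readout is rescue of growth in alpha-synuclein-expressing yeast, so inhibitors of toxicity appear as activators. Growth after 24 hr at 30 deg C in galactose medium is quantified by luminescence.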
# Starred values were filed as active, the others as inactive; i = inactive; ? = inconclusive; / = not tested or not shown; & = joins results of further samples; [ ] = dose if it differs, or a comment. The call rests on the fitted dose curve; in most records, active means well fitted curve in the direction sought with a large enough effect; inconclusive means small, poorly fitted or top-dose-only effect, or another doubt; inactive means no such curve, though single readings can be large; an effect the other way counts as inactive or inconclusive. Potency means the concentration at half of the fitted maximal effect. Some of the compounds tested, so the mix of outcomes need not match the whole.
no.	smiles	EPAC1 ag	EPAC2 antagonist	EPAC1 antagonist	FUS yeast rescue	PTHR1 ag	EPAC2 agonist	TDP-43 yeast inh	aSyn rescue
1	COc1ccc2[nH]c(C)c(C(=O)CN(C)C)c2c1	-5%	10%	7%	-5%	i	3%	-14%	-12%&-2%
2	COc1cccc(/C=C/C(=O)OCC(=O)Nc2nnc(-c3ccccc3)o2)c1	1%	-23%	19%	-3%	i	-11%	-4%	-1%
3	CCOc1cccc(C(=O)Nc2nnc(-c3cccs3)s2)c1	6%	3%	4%	-33%	-13%	-4%	15%	3%
4	CC(C)[C@@H]1NC(=O)N(c2ccc(Oc3ccccc3)cc2)C1=O	0%	-6%	1%	-1%	-12%[57.5 µM]	2%	26%	-19%
5	COc1ccccc1Oc1ccc(S(=O)(=O)N2CCN(C)CC2)cc1	4%	4%	3%	-2%	i	-5%	19%	0%
6	S=C(Nc1cccc(Cl)c1)N1CCN(c2ccccn2)CC1	15%	0%	5%	-10%	-17%	6%	15%	0%
7	O=C(NCCCc1ccccc1)C1CCC(CNc2c(N3CCCCC3)c(=O)c2=O)CC1 (stereo not drawn)	3%	-3%	3%	6%	i	5%	-5%	?
8	Nn1c(SCc2cccc(Br)c2)nnc1-c1cccnc1	9%	-8%	8%	2%	i	12%	0%	-6%

no.	smiles	EPAC1 ag	EPAC2 antagonist	EPAC1 antagonist	FUS yeast rescue	PTHR1 ag	EPAC2 agonist	TDP-43 yeast inh	aSyn rescue
9	O=S(=O)(Oc1ccccc1/C=N/n1cnnc1)c1ccccc1	9%	-4%	-12%	19%	-9%	-18%	2%	2%
10	CCC(O)(CC)C(=O)N/N=C/c1cc(Br)cc(Br)c1O	-7%	-16%	-10%	-19%	-4%	2%	-24%	4%
11	COc1cc(/C=N/NC(=O)c2cccc(C(=O)N/N=C/c3ccc(O)c(OC)c3)n2)ccc1O	2%	-1%	0%	46%	-18%	8%	-6%	-14%
12	O=C(O)CCCC(=O)Nc1ccc(Cl)c(Cl)c1	1%	8%	26%	13%	i	6%	-2%	-18%
13	COc1ccc(-c2cn3ccccc3n2)cc1	12%	-11%	9%	-13%	-87%[inhibitor]	4%	-22%	-42%[inhibitor]
14	CCOC(=O)C1CCCN(C(=O)c2oc3ccccc3c2C)CC1 (stereo not drawn)	1%	-8%	2%	5%	-28%	7%	?	-6%
15	O=C(NCCc1nnc2ccc(NCCCN3CCOCC3)nn12)c1ccccc1F	7%	5%	0%	20%	-9%	-3%	-2%	3%
16	O=C1C=CC(=NN=C(c2ccccc2)c2ccccc2)C=C1	26%	-21%	-10%	9%	-26%	18%	23%	1%

# Entries by screen from the list:
# Entries 9 to 15 in EPAC1 antagonist read -12%, -10%, 0%, 26%, 9%, 2%, 0%
# Entries 9 to 15 in aSyn rescue read 2%, 4%, -14%, -18%, -42%[inhibitor], -6%, 3%

# Remaining list, next part
no.	smiles	EPAC1 ag	EPAC2 antagonist	EPAC1 antagonist	FUS yeast rescue	PTHR1 ag	EPAC2 agonist	TDP-43 yeast inh	aSyn rescue
17	Cc1cc(NC(=O)c2cccc3ccccc23)cc(C)c1OCC(=O)N1CCOCC1	-3%	9%	3%	5%	-10%[57.5 µM]	1%	-1%	-5%
18	O=C(c1cccnc1Cl)N1CCOCC1	7%	-3%	11%	-6%	-8%	7%	-19%	1%
19	Cc1oc(/C=N/NC(=O)CN(c2ccccc2Br)S(C)(=O)=O)cc1Br	7%	-14%	0%	8%	i	11%	6%	0%
20	COc1ccc(C(=O)OCc2c(-c3ccccc3)ncc3ccccc23)cc1	-1%	5%	-15%	?	-32%[inhibitor]	15%	?	19%
21	Cn1c(C(=O)N2CCOCC2)cc2c(=O)n3ccccc3nc21	-11%	4%	-9%	-22%	-2%	-1%	-11%	-3%
22	CC(C)c1ccc(NC(=O)c2cccnc2)cc1	-6%	12%	8%	-4%	-8%[57.5 µM]	0%	0%	-7%
23	Cc1ccccc1-c1cc(C(=O)O)nn1CC1CC(c2cccc([N+](=O)[O-])c2)=NO1 (stereo not drawn)	13%	-3%	6%	14%	7%	1%	?	3%
24	O=C(CCS(=O)(=O)c1cc(Br)cc2c1N(C(=O)C1CC1)CC2)NCc1ccco1	-3%	5%	-6%	12%	i	4%	3%	-3%

no.	smiles	EPAC1 ag	EPAC2 antagonist	EPAC1 antagonist	FUS yeast rescue	PTHR1 ag	EPAC2 agonist	TDP-43 yeast inh	aSyn rescue
25	COc1ccc(Cl)cc1C(=O)NNC(=O)CNC(=O)c1ccc(C)s1	-3%	-9%	-9%	12%	-12%	-2%	-12%	4%
26	CCOC(=O)C1=C(COC(=O)CSc2ccc(Br)cc2)NC(=O)NC1C (stereo not drawn)	-7%	-4%	-10%	12%	i	5%	-5%	-1%
27	COc1ccc(NC(=O)COC(=O)c2ccc(OC)c(S(=O)(=O)N3CCCC3)c2)cc1OC	8%	0%	-9%	/	i	-1%	14%	0%
28	Cc1ccccc1NC(=S)NC(=O)CCc1ccccc1	17%	-10%	2%	10%	-60%[57.5 µM]	13%	?	2%
29	CCOc1ccc(N2C(=O)CC(N3CCN(C4CCc5ccccc5C4)CC3)C2=O)cc1 (stereo not drawn)	0%	-4%	-16%	4%	-12%[57.5 µM]	2%	-11%	-5%
30	O=C(Nc1ccccc1)C1CC(=O)N(Cc2ccccc2)C1 (stereo not drawn)	12%	3%	9%	-2%	i	2%	5%	0%
31	CCCc1nc(SCC(=O)Nc2nccs2)c2ccccc2n1	6%	0%	1%	2%	-4%	0%	-4%	-11%
32	[O-][n+]1c2ccccc2c2n1CCN=C2c1ccc(Cl)cc1	0%	3%	7%	20%	-4%	3%	12%	1%

no.	smiles	EPAC1 ag	EPAC2 antagonist	EPAC1 antagonist	FUS yeast rescue	PTHR1 ag	EPAC2 agonist	TDP-43 yeast inh	aSyn rescue
33	COc1ccc2c(Cl)c(C(=O)N/N=C/c3ccc4c(c3)OCO4)sc2c1	3%	-2%	-1%	14%	-17%[57.5 µM]	2%	7%	5%
34	CCOc1ccc(C(=O)NC2CCN(C(=O)N3CCCC3)CC2)cc1	-6%	0%	0%	0%	i	0%[15.6 µM]	-8%	-11%
35	CC(C)(C)OC(=O)N1CCN(C(=O)OCC2c3ccccc3-c3ccccc32)CC1C(=O)O (stereo not drawn)	-11%	-14%	-13%	-31%	i	2%	16%	-2%
36	CC(=O)N[C@H]1[C@H]([C@H](O)[C@H](O)CO)OC(C(=O)O)=C[C@@H]1O	-4%	-4%	4%	-15%	-3%	3%	10%	-4%
37	C/C(=N\NC(=O)C(C)Nc1cccc(Cl)c1)c1ccc([N+](=O)[O-])cc1 (stereo not drawn)	-6%	7%	-7%	/	i	-3%	4%	3%
38	O=C1c2ccccc2S(=O)(=O)c2cc(C(=O)N3CCC(C(=O)N4CCCCC4)CC3)ccc21	1%	16%	10%	-8%	i	10%	23%	2%
39	COC(=O)c1c(NC(=O)C2COc3ccccc3O2)sc2c1CCN(Cc1ccccc1)C2 (stereo not drawn)	3%	5%	7%	25%	-10%	2%	-29%	-20%
40	Nc1ncc2c(n1)CC(c1ccco1)CC2=O (stereo not drawn)	6%	0%	-13%	32%	i	9%	14µM*	1%
41	COC(=O)CCC(=O)OC1(C)C(=O)C2=CN(CCCOC(C)C)C(c3ccc(OC)cc3)=CC2=C(Br)C1=O (stereo not drawn)	-9%	10%	9%	?	-3%	-6%	-31%[inhibitor]	11%
42	CCc1nc2c(OCC(=O)C(C)(C)C)cccn2c1N(C)C(=O)C1CC1	-2%	-10%	-5%	-19%	i	7%	1%	-4%
43	CC(C)CCOP(=O)(c1ccc(N(C)C)cc1)C(Nc1ccccc1)c1ccc(N(C)C)cc1 (stereo not drawn)	-17%	-2%	-16%	34%	i	5%	-12%	-3%

# In the list so far, these contain sulfur.
no.	smiles	EPAC1 ag	EPAC2 antagonist	EPAC1 antagonist	FUS yeast rescue	PTHR1 ag	EPAC2 agonist	TDP-43 yeast inh	aSyn rescue
3	CCOc1cccc(C(=O)Nc2nnc(-c3cccs3)s2)c1	6%	3%	4%	-33%	-13%	-4%	15%	3%
5	COc1ccccc1Oc1ccc(S(=O)(=O)N2CCN(C)CC2)cc1	4%	4%	3%	-2%	i	-5%	19%	0%
6	S=C(Nc1cccc(Cl)c1)N1CCN(c2ccccn2)CC1	15%	0%	5%	-10%	-17%	6%	15%	0%
8	Nn1c(SCc2cccc(Br)c2)nnc1-c1cccnc1	9%	-8%	8%	2%	i	12%	0%	-6%
9	O=S(=O)(Oc1ccccc1/C=N/n1cnnc1)c1ccccc1	9%	-4%	-12%	19%	-9%	-18%	2%	2%
19	Cc1oc(/C=N/NC(=O)CN(c2ccccc2Br)S(C)(=O)=O)cc1Br	7%	-14%	0%	8%	i	11%	6%	0%
24	O=C(CCS(=O)(=O)c1cc(Br)cc2c1N(C(=O)C1CC1)CC2)NCc1ccco1	-3%	5%	-6%	12%	i	4%	3%	-3%
25	COc1ccc(Cl)cc1C(=O)NNC(=O)CNC(=O)c1ccc(C)s1	-3%	-9%	-9%	12%	-12%	-2%	-12%	4%
26	CCOC(=O)C1=C(COC(=O)CSc2ccc(Br)cc2)NC(=O)NC1C (stereo not drawn)	-7%	-4%	-10%	12%	i	5%	-5%	-1%
27	COc1ccc(NC(=O)COC(=O)c2ccc(OC)c(S(=O)(=O)N3CCCC3)c2)cc1OC	8%	0%	-9%	/	i	-1%	14%	0%
28	Cc1ccccc1NC(=S)NC(=O)CCc1ccccc1	17%	-10%	2%	10%	-60%[57.5 µM]	13%	?	2%
31	CCCc1nc(SCC(=O)Nc2nccs2)c2ccccc2n1	6%	0%	1%	2%	-4%	0%	-4%	-11%
33	COc1ccc2c(Cl)c(C(=O)N/N=C/c3ccc4c(c3)OCO4)sc2c1	3%	-2%	-1%	14%	-17%[57.5 µM]	2%	7%	5%
38	O=C1c2ccccc2S(=O)(=O)c2cc(C(=O)N3CCC(C(=O)N4CCCCC4)CC3)ccc21	1%	16%	10%	-8%	i	10%	23%	2%
39	COC(=O)c1c(NC(=O)C2COc3ccccc3O2)sc2c1CCN(Cc1ccccc1)C2 (stereo not drawn)	3%	5%	7%	25%	-10%	2%	-29%	-20%
